hIAP act: human IAP activation; AID 2524; 330,000 tested, 0.16% active; purified human IAP, CDP-Star luminescence, 30 min; stronger effect = higher value; 1 = vehicle-only enzyme, 0 = enzyme-free background; P09923; activation factor at 10 µM;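 active = activation factor of the enzyme at least 2-fold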; also: the source names both 10 and 20 µM as test concentration; values of inactives mirror those of a sister screen read the other way
hIAP block: human IAP inhibition; P09923; purified IAP, CDP-Star luminescence, 30 min; inhibition, % at 10 µM; 330,000 tested, 0.12% active; AID 2544;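 active = inhibition reaching a set limit with compound at 10 µM in the primary screen, cut at about 35% in these data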;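 also: plate controls were DMSO wells with enzyme for no effect and no-enzyme buffer wells for full effect; values of inactives mirror those of a sister screen read the other way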
beta cell repl: induces beta-cell replication in MIN6 cells | MIN6 cells proliferation, ATPlite luminescence, 48 h; cells starved in 0.2% serum; 100% = growth in 10% serum | proliferation, % at 10 µM | 330,000 tested, 0.29% active | AID 2380;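 active = compounds whose signal lies at least 3.5 SD above the mean of all wells on their plate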;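 also: 0% = DMSO-treated cells in low-serum medium and 100% = 10% serum control; some compounds called inactive have numbers as strong as hits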
APOBEC3A inh: blocks human APOBEC3A ssDNA deamination | P31941 | recombinant A3A, FAM/TAMRA ssDNA deamination fluorescence | inhibition, % at 20 µM | 330,000 tested, 0.41% active | AID 493011;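 active = at least 40% inhibition at 20 µM here, with at most 30% in a related deaminase screen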;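 also: plate controls were A3A with DMSO for no effect and wells lacking A3A enzyme for full effect; some results filed as inactive read as strong as hits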
Target sequence (P31941 whole entry, looked up): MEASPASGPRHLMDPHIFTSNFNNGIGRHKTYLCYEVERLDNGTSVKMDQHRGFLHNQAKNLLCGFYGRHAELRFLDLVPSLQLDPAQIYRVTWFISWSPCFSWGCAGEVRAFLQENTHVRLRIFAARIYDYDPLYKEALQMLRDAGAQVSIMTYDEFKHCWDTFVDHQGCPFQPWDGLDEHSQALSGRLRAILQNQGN
SENP1 FRET inh: inhibitors of human SENP1 SUMO protease catalytic domain. recombinant SENP1 catalytic domain, CyPet-SUMO1-YPet FRET cleavage. 360,000 tested, 0.21% active. Q9P0U3. inhibition, % at 10 µM;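 active = inhibition at least 30% at 10 µM, raw YFP signal under a set limit, fluorescence ratio 0.5 to 1.5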;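 also: 0% = enzyme with DMSO and 100% = no enzyme wells; some results filed as inactive read as strong as hits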
Target sequence (Q9P0U3 419-644 limits assumed): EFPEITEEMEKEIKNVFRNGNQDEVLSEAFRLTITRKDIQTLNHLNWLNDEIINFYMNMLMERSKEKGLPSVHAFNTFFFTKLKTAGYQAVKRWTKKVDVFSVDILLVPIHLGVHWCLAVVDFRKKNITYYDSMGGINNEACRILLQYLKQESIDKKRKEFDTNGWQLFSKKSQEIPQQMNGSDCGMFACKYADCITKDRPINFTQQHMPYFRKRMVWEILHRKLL
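Compound: 10 µM single point, 0.5% DMSO; Test system: hSENP1 catalytic domain, recombinant; Timing: 50 min reaction at room temperature; Technique: FRET, CFP and YFP emission; Control set: no-enzyme wells low, DMSO-plus-enzyme wells high control.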
A3G deaminase: APOBEC3G (human) deaminase inhibition. 330,000 tested, 0.28% active. recombinant A3G, ssDNA deamination FAM/TAMRA fluorescence. inhibition, % at 20 µM. AID 493012;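 active = inhibition of at least 40% at 20 µM, with no more than 30% in the related APOBEC3A deaminase screen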;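 also: plate controls were DMSO wells with A3G for no effect and wells lacking A3G enzyme for full effect; some compounds called inactive have numbers as strong as hits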
Target sequence (Q9HC16 whole entry, looked up): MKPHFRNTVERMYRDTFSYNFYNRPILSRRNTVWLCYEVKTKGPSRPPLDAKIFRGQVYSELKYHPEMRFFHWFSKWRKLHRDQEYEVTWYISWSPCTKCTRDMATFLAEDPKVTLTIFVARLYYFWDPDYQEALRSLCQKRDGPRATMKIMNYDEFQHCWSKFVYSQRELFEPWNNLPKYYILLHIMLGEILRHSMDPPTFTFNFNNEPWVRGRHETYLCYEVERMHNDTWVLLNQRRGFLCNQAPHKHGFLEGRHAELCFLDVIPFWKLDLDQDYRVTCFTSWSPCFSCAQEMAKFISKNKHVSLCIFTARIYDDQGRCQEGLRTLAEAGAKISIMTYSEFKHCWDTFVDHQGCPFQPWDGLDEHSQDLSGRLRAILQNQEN
NLRP3 yeast inh: inhibitors of NALP3 inflammasome in yeast | Yeast reconstituted NLRP3/ASC/caspase-1, beta-gal luminescence, 24 h | inhibition, % at 10 µM | 330,000 tested, 0.39% active;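 active = inhibition of 50% or more; inactive = inhibition below 50%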;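 also: plate controls were induced DMSO wells for no effect and uninduced yeast grown without galactose for full effect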
mIAP inh: blocks mouse intestinal alkaline phosphatase; purified mouse IAP, CDP-Star luminescence, 30 min; inhibition, % at 10 µM; 330,000 tested, 0.2% active; AID 2806;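 active = inhibition of at least 40% at 10 µM in the primary screen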;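 also: plate controls were DMSO with enzyme for no effect and no enzyme wells for full effect; values of inactives mirror those of a sister screen read the other way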
mIAP act: mouse IAP activation; muIAP, CDP-Star luminescence, 30 min; stronger effect = higher value; 1 = vehicle-only enzyme signal, 0 = enzyme-free wells; activation factor at 10 µM; 330,000 tested, 0.24% active; AID 2805;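 active = activation factor of at least 2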; also: the source names both 10 and 20 µM as test concentration; values of inactives mirror those of a sister screen read the other way
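also added = chemiluminescent substrate CDP-Star | test system = mouse IAP enzyme | signal = chemiluminescence readout | compound = DMSO-dissolved test compounds | incubation = 30 min at room temperature | benchmarks = DMSO wells, no-enzyme wells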
* marks the source's active call; other numbers are inactive results; . = no result given; & = joins results of further samples. These rows are one share of the data; the hit share may differ from the screen's.

SMILES	hIAP act	hIAP block	beta cell repl	APOBEC3A inh	SENP1 FRET inh	A3G deaminase	NLRP3 yeast inh	mIAP inh	mIAP act
Cc1[nH]c(=O)[nH]c(=O)c1CSCC(=O)OCC(=O)Nc1ccccn1	1.1	-6	2	0	-4	-7	1	-1	1
CCCCCOC(=O)Nc1nnc(CCCCC)s1	0.99	0	5	1	1	1	38	5	0.95
O=C(Cc1ccccc1)NC(=S)Nc1ccc2oc(-c3ccccc3F)nc2c1	1	-1	-3	-5	2	-6	23	5	0.95
COCc1nnc(NC(=O)CC(C)C)s1	1.1	-11	-3	-1	0	-4	-5	-2	1
COc1ccc2[nH]c(C(=O)N3CCN(Cc4ccccc4)CC3)cc2c1OC	0.91	9	-2	-4	-3	-7	-1	5	0.95
NC(=O)C(CC(=O)O)NC(=O)[C@@H]1CCOc2c(I)cc([N+](=O)[O-])cc2C(=O)N[C@@H](CO)C(=O)N[C@@H](Cc2ccc(O)cc2)C(=O)N1 (stereo not given in full)	0.88	12	-3	6	.	28	-9	-3	1
O=C(NCc1ccccc1)C(c1ccco1)N(C(=O)c1cnccn1)c1ccc(F)cc1 (stereo not given)	1.2	-20	-2	-1	0	-4	12	4	0.96
CC(=O)Oc1c(C)cc(O)c2ccccc12	0.99	1	-4	-4	.	-9	6	7	0.93
CCOC(=O)c1ccc(NC(=O)C2=C(C)Nc3nc(CCCO)nn3C2c2ccc(OC)cc2)cc1 (stereo not given)	0.87	13	5	-1	0	0	8	6	0.94
Cc1nc(C)c(CC(=O)N/N=C/c2ccc(O)cc2)c(=O)[nH]1	1.1	-8	0	0	5	-6	8	-13	1.1
CC(C)CN1CCC(=O)N([C@H](COc2ccccc2)c2ccccc2)CC1	1	0	-3	2	1	0	27	-3	1
COc1ccc(C2=NOC(C(=O)Nc3cc(C)on3)C2)cc1 (stereo not given)	1.1	-6	-3	-4	2	-11	6	-11	1.1
COC(=O)C(NC(=O)c1ccco1)(Nc1ccc(Br)cn1)C(F)(F)F (stereo not given)	1	-1	2	-4	-1	-6	8	8	0.92
COc1cccc2[nH]c3c(N4CC(C)CC(C)C4)ncnc3c12 (stereo not given)	0.87	13	-1	-2	.	-7	-2	-17	1.2
Cc1ccc(Cn2nnc3c(=O)[nH]c(C4CCN(C(=O)Cc5cccs5)CC4)nc32)cc1	0.97	3	-3	4	0	0	19	-11	1.1
CC(=O)c1ccc(NC(=O)[C@@H]2CCCN2C2=NS(=O)(=O)c3ccccc32)cc1	0.98	2	2	-1	1	-7	16	-6	1.1
Cc1cc(C)cc(OCC(O)CN2CCN(Cc3ccc4c(c3)OCO4)CC2)c1 (stereo not given)	1.1	-9	-1	2	0	-5	13	6	0.94
COc1ccc(S(=O)(=O)NC2CCc3ccccc32)cc1OC (stereo not given)	0.91	9	-2	-3	15	-7	13	-3	1
Cn1c(=O)oc2cc(S(=O)(=O)NCCC(=O)N3CCN(c4ccccc4)CC3)ccc21	1.1	-9	-3	-1	3	3	8	-3	1
COc1ccc(C(NC(=O)c2cccnc2)c2cc(Cl)c3cccnc3c2O)cc1OC (stereo not given)	1.2	-20	-5	1	2	2	12	-2	1
COc1cccc2c1nc(C)c1cc(C)oc12	1.1	-8	0	-4	0	-4	-5	1	0.99
CCC1=NN2C(=N)/C(=C\c3ccc(OCCOc4ccc(NC(C)=O)cc4)cc3)C(=O)N=C2S1	0.94	6	-1	0	-9	6	3	7	0.93
CCN(C(=O)COC(=O)c1cc(-c2ccc(C)o2)nc2ccccc12)C1CCS(=O)(=O)C1 (stereo not given)	0.96	4	-4	-1	-34	-1	14	14	0.86
O=C(O)c1ccccc1C(=O)N1CCN(c2ccccc2)CC1	1.1	-7	-1	-3	-2	-5	5	6	0.94
COc1cc([N+](=O)[O-])ccc1NC(=O)CSc1n[nH]c(C(C)C)n1	1	0	-2	-4	2	-8	-14	7	0.93
COc1ccc(C(=O)Nc2oc(-c3ccccc3)c(-c3ccccc3)c2C#N)cc1	1	-4	-3	4	1	-1	-35	6	0.94
Oc1ccc(-c2c(-c3ccsc3)sc3ccccc23)cc1	0.86	14	-9	0	-1	-5	8	4	0.96
c1ccc(-c2cnnn2-c2ccccc2)cc1	0.91	10	-4	-5	3	-7	-16	-5	1.1
COC(=O)CSCC(=O)Nc1cc2c(cc1C(C)=O)OCO2	1	-3	-3	-2	-2	-5	10	0	1
Cc1ccc(S(=O)(=O)N2[C@@H](c3ccccc3)C(C(=O)O)=CC[C@H]2c2cccc(C)c2)cc1	1.2	-17	2	2	1	-6	11	6	0.94
CC(C)N(Cc1nc(-c2ccccc2)no1)C(=O)c1ccc(Cl)cc1	0.89	11	-6	-3	0	-8	11	-2	1
O=C(Nc1ccccc1)Nc1ccc(Cl)c(S(=O)(=O)N2CCOCC2)c1	1.1	-5	-2	1	1	-10	11	-182	2.8*
NS(=O)(=O)c1ccc(CCNC(=O)CNC(=O)c2ccc(Br)o2)cc1	0.95	5	2	-6	1	-10	-5	-8	1.1
O=C(CN(Cc1ccccc1)S(=O)(=O)c1ccc(F)cc1)NCc1cccnc1	1.3	-29	1	2	0	-6	4	-1	1
Cc1cc(C)nc(SCc2csc(N)n2)n1	0.97	3	0	0	-4	-6	1	10	0.9
Cc1cc(C)c(S(=O)(=O)NCc2ccccn2)c(C)c1	1.1	-6	0	-3	0	-9	5	3	0.97
C=CC[C@H](CC(=O)OC(C)(C)C)C(=O)OC[C@H]1CCCN1C(=O)[C@H](CC=C)CC(=O)NCCO	0.93	7	-3	-2	0	-9	16	5	0.95
CC(=O)Nc1sc2c(c1C#N)CCCCC2	0.96	4	-1	-3	-13	-11	-25	2	0.98
COc1ccc(CNC(=O)CCCn2nc(C)n3c(cc4sccc43)c2=O)cc1	1.2	-21	-2	-1	1	-3	6	3	0.97
CSc1nc(Cc2ccc(Cl)cc2)nc2ccccc12	0.96	4	-1	3	1	-1	30	-11	1.1
CN(C)c1ccc(/C=C(/NC(=O)c2ccccc2)C(=O)NCCN2CCOCC2)cc1	0.83	17	1	-5	11	-4	-2	5	0.95
Clc1c(CSc2nc3ccccc3o2)nc2sccn12	0.7	30	-2	-5	-2	-6	38	5	0.95
Cc1ccc(OCCNC(=O)/C=C/c2ccc([N+](=O)[O-])cc2)cc1C	0.95	5	-2	-4	1	-4	38	9	0.91
NC(=O)CCC(NC(=S)Nc1ccccc1)C(=O)O (stereo not given)	0.99	1	0	-2	2	-6	-1	-1	1
Cc1nc(NC(=O)COc2ccccc2)sc1C(=O)Nc1cccc(Cl)c1	1.1	-6	-5	1	2	-5	-16	4	0.96

Results in A3G deaminase and mIAP inh (3 entries from above):
Structure	A3G deaminase	mIAP inh
C=CC[C@H](CC(=O)OC(C)(C)C)C(=O)OC[C@H]1CCCN1C(=O)[C@H](CC=C)CC(=O)NCCO	-9	5
CC(=O)Nc1sc2c(c1C#N)CCCCC2	-11	2
COc1ccc(CNC(=O)CCCn2nc(C)n3c(cc4sccc43)c2=O)cc1	-3	3

Continuation:
SMILES	hIAP act	hIAP block	beta cell repl	APOBEC3A inh	SENP1 FRET inh	A3G deaminase	NLRP3 yeast inh	mIAP inh	mIAP act
COc1ccccc1/C=C/C(=O)OCCCN(C)C	0.9	10	7	-7	2	-6	-2	-1	1
Cc1cccc(CCNC(=O)CCc2nnc(CCc3ccccc3)o2)n1	1	-1	-2	-3	1	-1	-8	1	0.99
CCCNC(=O)c1ccc(COc2ccc(Cl)cc2)o1	1.2	-19	-1	11	1	-7	22	4	0.95
Cc1ccccc1OCC(=O)Nc1nnc(COc2ccccc2)s1	1.1	-8	-4	-1	-1	-5	29	3	0.97
COc1ccccc1Nc1nc(C)cs1	0.87&0.94	13&6	-2&-1	-2&-2	2&1	-4&-3	11&-7	24&13	0.77&0.87
O=C(CN1C(=O)NC(c2ccccc2)(c2ccccc2)C1=O)NCc1ccc(F)cc1	1.1	-5	-6	0	-1	-1	11	-7	1.1
Cc1ccc(/C=N/NC(=O)Cc2ccc(O)cc2)s1	0.96	4	0	5	0	-2	7	5	0.95
COc1ccc(Cc2cnc(N)s2)cc1	1.1	-10	-2	-1	-5	-5	24	-6	1.1
COc1cc(/C=N/NC(N)=O)cc(Br)c1OCc1ccc(C)cc1	0.97	3	3	-3	2	-2	4	-7	1.1
COc1cccc(C(=O)NC(=S)Nc2nnn(C)n2)c1	1.1	-5	0	-4	-1	-4	5	15	0.85
Cc1ccc(/C=N/N=C2/NC(=O)C(CC(=O)N3CCOCC3)S2)cc1 (stereo not given)	1.2	-24	4	-3	3	-2	3	7	0.93
CCCc1nnc(NC(=O)C2CCCO2)s1 (stereo not given)	1.1	-11	2	0	0	-4	-1	5	0.95
Cc1ccc(-c2csc3ncnc(Nc4ccc(N5CCOCC5)cc4)c23)cc1	1.1	-6	-3	1	-2	-1	14	7	0.93
COc1ccc(OCc2nnc(SC(C)C(=O)Nc3nccs3)n2-c2ccccc2)cc1 (stereo not given)	0.91	9	-2	5	2	-1	20	-10	1.1
O=C(CCN1CCOCC1)N1CCc2c([nH]c3ccccc23)C1c1cccc(Cl)c1 (stereo not given)	0.93	7	-2	-5	-10	-3	4	-7	1.1
O=C(CSCc1cccc(Br)c1)N=Nc1c(O)[nH]c2ccccc12	0.94	6	-1	-1	2	-3	11	9	0.91
COc1ccc(/C=C/C(=O)C2CC2)cc1Cn1nc(C)c([N+](=O)[O-])c1C	1	-2	-2	1	-2	2	21	-1	1
Cn1c(CNC(=O)c2cccs2)nnc1SCC(=O)Nc1ccccc1	0.96	4	0	0	2	1	-1	6	0.94
Cc1oc(-c2ccc(Cl)cc2)nc1CN1CCCN(C(=O)c2ccco2)CC1	1.2	-25	-2	-3	-14	-4	17	2	0.98
CC(=O)Nc1ccc(C(=O)NNC(=O)c2ccccc2-n2cccc2)cc1	1.1	-14	2	-4	-1	-7	1	-6	1.1
Cc1ccc(Cn2ccc(NC(=O)c3nn(C)cc3[N+](=O)[O-])n2)cc1	0.94	6	0	-1	3	-5	19	-1	1
O=C(/C=C/c1ccc(Cl)c([N+](=O)[O-])c1)Nc1cccnc1	0.94	6	0	-4	0	-5	15	-5	1
Cc1ccc(Nc2nc(N)nc(CSc3nccn3C)n2)cc1	0.96	4	-1	4	-2	0	15	18	0.82
CCc1nn(CC(=O)N2CCN(C)CC2)c(=O)c2cccn12	0.97	3	3	-1	0	3	7	9	0.91
COc1cc(/C=N/NC(=O)C(N)=O)ccc1OCC(=O)N1C(C)CCCC1C (stereo not given)	0.96	4	-1	0	-1	-7	6	12	0.88
N#CC1=C(N)N=C(SCc2cccc3ccccc23)C(C(N)=O)C12CCCCC2 (stereo not given)	1.1	-11	-5	0	-1	-5	11	3	0.97
CC1CN(CCOc2ccccc2[N+](=O)[O-])CC(C)O1 (stereo not given)	1.3	-30	-1	-5	2	0	13	-6	1.1

Screening results: PubChem BioAssay, Sanford-Burnham Center for Chemical Genomics
